# Menin MLL FP TR: displaces Texas Red mutant MLL peptide from human menin. Potency, µM (highest dose often 61.6 µM), without a hit: at the top dose FP activity change, negative = inhibition, usual class: inhibitors. actives 0.23% (n = 270,000). Menin + Texas Red MLL mutant peptide, fluorescence polarization; active = well fitted inhibition curve with a large enough effect in the polarisation, with a control signal flat, not every such curve was filed as active; inconclusive = small, poorly fitted or top-dose-only effect, or effect the other way, or a change in a side signal; inactive = no such curve, though single readings can be large or run the other way; the % refers to the polarisation; note: potency is the fitted concentration of half-maximal effect; % of control where 0% means no effect; many of its hits are not listed in these tables
# MBNL1-CUG inh: blocks human MBNL1 binding to CUG repeat RNA. TR-FRET MBNL1-His/biotin-(CUG)12 binding, 665/545 ratio. Potency, µM (series often up to 57.5 µM), without a hit: top-dose activity change, negative = inhibition, usual class: inhibitors. actives 0.036% (n = 280,000). AID 2675; active = well fitted inhibition curve with a large enough effect in the signal ratio, with a control signal flat, not every such curve was filed as active; inconclusive = small, poorly fitted or top-dose-only effect, or effect the other way, or a change in a side signal; inactive = no such curve, though single readings can be large or run the other way; the % refers to the signal ratio; note: potency is the fitted concentration of half-maximal effect; % is set by controls: 0 for no effect and ±100 for the full control effect
#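 Compounds (final 92 nM to 58 uM) are added to His-tagged MBNL1 and biotin-(CUG)12, then terbium anti-His antibody and streptavidin-XL665 (5 nM final). After 60 min at room temperature, the 665/545 nm ratio is read.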
# hERG WT inh: inhibitors of human wildtype KCNH2 potassium channel; Q12809; U2OS, BacMam KCNH2, thallium flux FluxOr; hits give low values; activity change, % at 1.84 µM; actives 0.37% (n = 340,000);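 active = maximum activity change below -70%; inconclusive = maximum activity change between -70% and -50%; inactive = maximum activity change above -50%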; note: % is set by controls: 0 for no effect and ±100 for the full control effect
#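 U2OS cells transduced with wild-type KCNH2 virus are loaded with FluxOr dye for 45 min, and thallium flux is measured in kinetic reads before and after stimulation buffer. Rate constants are normalized to DMSO controls.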
# TSHR antagonist: blocks TSH signaling through the human TSH receptor. TSHR-expressing cells, TSH-stimulated cAMP HTRF, 2 h; hits give low values. activity change, negative = inhibition, % at 11.5 µM. actives 0.2% (n = 330,000);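 active = activity change below a set negative limit, meaning inhibition stronger than a set level, cut at about -70% in these data; inconclusive = activity change between two set negative limits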; note: % is set by controls: 0 for no effect and ±100 for the full control effect
#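 TSHR-expressing cells, 200/well, pre-treated with compound, then stimulated with EC80 TSH (4nM final) for 2 hours at 37 deg C. cAMP measured by competitive HTRF: anti-cAMP cryptate antibody in lysis buffer plus cAMP-d2, read after 30 minutes at room temperature.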
# GALK inh: galactokinase (human) inhibition; P51570; AID 1868; Purified GALK, Kinase-Glo residual ATP luminescence; Potency, µM (top dose mostly 57.5 µM), inactives show at the highest dose activity change, negative = inhibition, actives largely listed as inhibitors; actives 0.007% (n = 270,000); note: potency is the fitted concentration of half-maximal effect; % is set by controls: 0 for no effect and ±100 for the full control effect
# Target sequence (P51570 whole entry, looked up): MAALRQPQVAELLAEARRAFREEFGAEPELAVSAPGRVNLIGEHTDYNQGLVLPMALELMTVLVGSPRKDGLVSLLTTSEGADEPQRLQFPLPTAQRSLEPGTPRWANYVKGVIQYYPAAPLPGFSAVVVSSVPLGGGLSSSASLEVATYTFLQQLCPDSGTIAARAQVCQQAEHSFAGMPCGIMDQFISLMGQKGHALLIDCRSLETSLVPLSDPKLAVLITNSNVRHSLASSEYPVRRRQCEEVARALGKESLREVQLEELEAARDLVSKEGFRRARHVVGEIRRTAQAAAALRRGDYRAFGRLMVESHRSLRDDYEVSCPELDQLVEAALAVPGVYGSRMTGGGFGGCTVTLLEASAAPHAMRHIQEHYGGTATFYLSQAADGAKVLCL
#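 Kinase-Glo Plus luminescence measured ATP left after a 1 h room-temperature reaction. The reaction used 5 nM GALK, 100 uM galactose and 35 uM ATP at pH 8.0 (20 mM HEPES, 5 mM MgCl2, 60 mM NaCl, 1 mM DTT, 0.01% BSA).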
# USP2a block: inhibitors of human ubiquitin-specific protease USP2a; O75604; USP2 core, Ub-CHOP2 coupled fluorogenic reporter, 485/531; Potency, µM (doses to about 38.3 µM), for inactives: at the top dose activity change, negative = inhibition, most hits filed as inhibitors; actives 0.01% (n = 330,000);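 note: potency is the fitted concentration of half-maximal effect; plate controls were DMSO wells for no effect and full inhibition by NEM control for full effect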
#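 USP2 core (10nM final) preincubated 30min RT with compound in 20mM Tris-HCl pH 8.0, 2mM CaCl2, 2mM beta-mercaptoethanol, 0.05% CHAPS; 25nM Ub-CHOP2 plus 25nM reporter substrate added, fluorescence (Ex485/Em531) read after 60min.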
# Mito fusion act: mitochondrial division inhibition or fusion activation. AID 485298. actives 0.23% (n = 320,000). S. cerevisiae fusion-defective mutant growth rescue, CellTiterGlo 48 h. Potency, µM (titrated, usually from 46.1 µM), inactives show top-dose growth rescue (activation), actives largely listed as activators;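 note: potency is the fitted concentration of half-maximal effect; % of control where 0% means no effect; nearly all actives have a fitted effect of over 45% in size; temperature-sensitive fusion mutants such as fzo1-1 at 37 °C on non-fermentable ethanol glycerol medium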
#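 Luminescent cell viability in 1536-well qHTS format served as the measure of rescued growth in ts fusion-mutant S. cerevisiae cultured on non-fermentable YPEG for 48 hours at 37C.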
# Eya2 phos inh: blocks the phosphatase activity of human Eya2; actives 0.006% (n = 330,000); O00167; recombinant Eya2, OMFP fluorescence dephosphorylation (OMFP is methylfluorescein phosphate); Potency, µM (highest dose often 76.9 µM), without a hit: top-dose activity, negative = inhibition, hits mostly inhibitors; AID 488837; note: potency is the fitted concentration of half-maximal effect; % is set by controls: 0 for no effect and ±100 for the full control effect
#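 Eya2 protein (added as 0.2 uM solution) was preincubated with compound for 10 min at ambient temperature in 50 mM HEPES pH 7.5, 50 mM NaCl, 5 uM MgCl2, 0.05% BSA, 1 mM DTT. OMFP (added at 50 uM) then reacted 10 min; fluorescence read at 485/525 nm.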
# S-ASM inh: inhibitors of human secretory acid sphingomyelinase. actives 0.006% (n = 340,000). placental ASM, HMU-PC fluorogenic substrate, 60 min. Potency, µM (highest dose often 57.5 µM), inactives show at the highest dose activity change, negative = inhibition, actives largely listed as inhibitors. P17405; note: potency is the fitted concentration of half-maximal effect
# Target sequence (P17405 47-631 limits assumed): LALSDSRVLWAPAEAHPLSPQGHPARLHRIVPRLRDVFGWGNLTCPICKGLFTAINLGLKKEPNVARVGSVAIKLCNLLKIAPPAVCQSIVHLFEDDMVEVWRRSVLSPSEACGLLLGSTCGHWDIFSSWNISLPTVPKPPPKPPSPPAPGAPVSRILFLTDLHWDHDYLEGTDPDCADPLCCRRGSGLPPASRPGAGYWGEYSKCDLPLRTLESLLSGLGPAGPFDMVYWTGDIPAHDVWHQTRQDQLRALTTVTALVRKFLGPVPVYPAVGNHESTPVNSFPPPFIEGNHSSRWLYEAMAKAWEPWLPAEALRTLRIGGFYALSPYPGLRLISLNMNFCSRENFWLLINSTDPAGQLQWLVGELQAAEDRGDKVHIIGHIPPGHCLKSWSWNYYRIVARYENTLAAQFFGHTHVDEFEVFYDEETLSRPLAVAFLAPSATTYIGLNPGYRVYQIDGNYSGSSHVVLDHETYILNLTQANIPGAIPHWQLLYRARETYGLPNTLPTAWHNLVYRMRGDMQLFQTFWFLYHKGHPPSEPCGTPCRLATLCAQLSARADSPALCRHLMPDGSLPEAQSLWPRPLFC
#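 Fluorogenic HMU-PC substrate (9 uM final) is turned over by placental ASM in 60 min at 37 C after a 10 min compound preincubation. Reaction ended by alkaline stop (pH 10), with fluorescence read at 386/447 nm.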
# BCR signal inh: blocks chronic active B-cell receptor signaling; AID 493014; Potency, µM (top dose mostly 46.1 µM), inactives show top-dose ratio change, negative = lower green/red ratio, actives largely listed as inhibitors; actives 0.05% (n = 340,000); ABC-DLBCL IkBa-CBG/CBR reporter, luminescence ratio, 4 h; active = well fitted inhibition curve with a large enough effect in the signal ratio, with a control signal flat, not every such curve was filed as active; inconclusive = small, poorly fitted or top-dose-only effect, or effect the other way, or a change in a side signal; the % refers to the signal ratio;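 note: potency is the fitted concentration of half-maximal effect; plate controls were basal doxycycline-induced cells for no effect and cells given 10 µM MG132 for full effect; MG132 reads +100%, hits lower the ratio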
#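 Cell line TMD8 (human ABC DLBCL), stably expressing tet-inducible CBG68-IkBa fusion and CBR; IMDM/0.5% FBS; cpd up to 46 uM; dox induction, 4 h, 37C/5% CO2; dual luminescence; green/red ratio; MG132 control.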
# PKM2 activator: activators of human pyruvate kinase M2. purified PKM2, Kinase-Glo ATP luminescence, activation; response scale: 0% is enzyme alone, no compound. Potency, µM (highest dose often 57.5 µM), inactives show top-dose activation, hits mostly activators. actives 0.34% (n = 260,000); note: potency is the fitted concentration of half-maximal effect; % is set by controls: 0 for no effect and ±100 for the full control effect; nearly all actives have a fitted effect of over 55% in size
#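 Purified hPK-M2 (>95% pure) converted ADP (0.1 mM final) to ATP with 0.5 mM PEP in 50 mM imidazole pH7.2, KCl, MgCl2, Tween 20, BSA; 1 h at room temperature. ATP detected by Kinase-Glo luminescence.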
# * marks the source's active call; other numbers are inactive results; ? = inconclusive; . = no result given; [ ] = remark or other dose. Unless noted, calls come from the whole dose curve; as a rule, active = well fitted curve in the direction sought with a large enough effect; inconclusive = small, poorly fitted or top-dose-only effect, or another doubt; inactive = no such curve, though single readings can be large; an effect the other way counts as inactive or inconclusive. A portion of the library; the hit share may differ from the screen's.
SMILES,Menin MLL FP TR,MBNL1-CUG inh,hERG WT inh,TSHR antagonist,GALK inh,USP2a block,Mito fusion act,Eya2 phos inh,S-ASM inh,BCR signal inh,PKM2 activator
COc1cnc(-c2ccccn2)nc1Oc1ccc(Cl)c2ccccc12,.,5%,-19,-4,-4%,-1%,-17%,1%,-9%,?,-2%
Nc1c(C(=O)N/N=C/c2cccnc2)oc2nc(-c3ccco3)cc(-c3ccco3)c12,.,?,-8,-12,5%,3%,1%,13%,132%[activator],?,8%
Cc1ccc(-c2csc3nc[nH]c(=O)c23)c(C)c1,11%,7%,6,2,1%,5%,3%,12%,3%,-17%,0%
CNc1ccc(S(=O)(=O)NC)cc1[N+](=O)[O-],10%,?,.,6,13%,-1%,5%,19%,-9%,?,12%
O=C(/C=C/c1c(Cl)cccc1Cl)n1cccn1,2%,-13%,-11,7,-4%,0%,0%,-6%,1%,-19%,3%
CC1CCN(c2cc(N3CCC(C)CC3)c([N+](=O)[O-])cc2/C=C(\C#N)c2nn(-c3ccccc3)c(N)c2C#N)CC1,.,7%,-2,18,-2%,5%,-1%,-1%,-2%,1%,-1%
COc1ccc(/C=N/OCC(=O)Nn2c(C)nc3ccccc3c2=O)cc1,4%,-17%,-8,4,0%,-1%,-20%,-4%,1%,0%,-7%
CC(=O)NC1(C(F)(F)F)NC(=O)N(CC(C)C)C1=O (stereo unspecified),10%,-5%,-21,8,0%,0%,-1%,13%,0%,2%,0%
COc1ccc(NC(=S)N2CCN(S(=O)(=O)c3ccc(OC)cc3)CC2)cc1,.,-7%,-3,7,-2%,-5%,-5%,4%,-2%,-5%,17%
O=CN(Cc1ccco1)C1(C(=O)NC2CCCCC2)CCCCC1,-4%,9%,1,14,8%,1%,-1%,3%,-1%,3%,-2%
O=c1[nH]c(-[n+]2ccc3ccccc3c2)c(/C=N/N=C(\[O-])c2ccccc2)s1,51%[activator],?,-15,-12,11%,13%,6%,13%,55%[activator],?,-2%
Cn1c(SCC(=O)N/N=C/C=C\c2ccccc2[N+](=O)[O-])nc2ccccc21,-11%,22%,18,-2,1%,-2%,-6%,1%,-2%,-5%,?
Cc1cc(N2CCN(C(=O)Nc3ccc(F)cc3F)CC2)c2ccccc2n1,-30%,2%,-4,-4,0%,4%,-4%,10%,-3%,-1%,.
CCOC(=O)c1ccc(NCCc2ccc(OC)c(OC)c2)c(N)c1,-15%,3%,-3,5,-3%,3%,-6%,6%,1%,-19%,-3%
CCOc1ccc(-c2cc(C(=O)N3CCCC3)c3ccccc3n2)cc1,.,2%,0,21,5%,-1%,-2%,17%,16%,-4%,-11%

# Single records (already shown):
# Shown for Nc1c(C(=O)N/N=C/c2cccnc2)oc2nc(-c3ccco3)cc(-c3ccco3)c12 → Menin MLL FP TR = .; MBNL1-CUG inh = ?; hERG WT inh = -8; TSHR antagonist = -12; GALK inh = 5%; USP2a block = 3%; Mito fusion act = 1%; Eya2 phos inh = 13%; S-ASM inh = 132%[activator]; BCR signal inh = ?; PKM2 activator = 8%
# Shown for Cn1c(SCC(=O)N/N=C/C=C\c2ccccc2[N+](=O)[O-])nc2ccccc21 → Menin MLL FP TR = -11%; MBNL1-CUG inh = 22%; hERG WT inh = 18; TSHR antagonist = -2; GALK inh = 1%; USP2a block = -2%; Mito fusion act = -6%; Eya2 phos inh = 1%; S-ASM inh = -2%; BCR signal inh = -5%; PKM2 activator = ?

# Going on with the list:
SMILES,Menin MLL FP TR,MBNL1-CUG inh,hERG WT inh,TSHR antagonist,GALK inh,USP2a block,Mito fusion act,Eya2 phos inh,S-ASM inh,BCR signal inh,PKM2 activator
COc1ccc(OCCCn2cccc2/C=C2/C(=N)N3OC(C)=CC3=NC2=O)cc1,25%,?,-15,-11,6%,-1%,8%,2%,-16%,-15%,-1%
O=C(O)c1cc(-c2ccccc2)n[nH]1,-2%,1%,.,3,0%,3%,-1%,-4%,3%,-25%,-2%
C#CCOCCOCCOCCNc1nc(N2CCN(C(=O)CCCCCCCCCCNC(=O)[C@@H](CCSC)n3cc(CCO)nn3)CC2)nc(N2CCN(C(=O)CCCCCCCCCCNC(=O)[C@H](CCC(=O)O)n3cc(CCCCCN)nn3)CC2)n1,.,.,0,4,.,0%,-9%,-15%,-14%,-9%,.
O=C(C1CCN(CCCc2ccccc2)CC1)N1CCCCC1,-28%,-10%,28,-5,2%,0%,3%,1%,0%,15%,-7%
COc1ncnc2c1oc1ccccc12,-13%,-2%,2,1,0%,2%,-6%,-3%,8%,29%,0%
COCCN1C(=O)c2ccc(C(=O)NCc3cccnc3)cc2C1=O,-13%,?,-1,3,-1%,0%,-2%,1%,4%,-1%,24%
COC(=O)c1ccn(-c2nc(-c3ccco3)cc(C(F)(F)F)n2)n1,7%,?,4,-4,1%,4%,3%,-5%,-3%,13%,3%
O=c1[nH]c2ccc(NC(=S)NC3CCCCC3)cc2[nH]1,11%,-11%,-1,-5,2%,5%,-1%,-3%,-2%,-2%,-5%
Cc1nc2ccccc2c2oc(C(=O)N3CCN(C(=O)c4ccco4)CC3)cc12,-22%,?,0,2,-4%,-1%,-2%,0%,0%,?,9%
CC1CCN(S(=O)(=O)c2cc(C(=O)NC3(C)CCS(=O)(=O)C3)ccc2Br)CC1 (stereo unspecified),.,.,1,-26,.,2%,-3%,-5%,-2%,-1%,.
CCN(CC)c1ccc(C=C2C(=O)OC3(CCCCC3)OC2=O)cc1,15%,?,-1,15,4%,1%,-4%,-3%,-4%,14%,-10%
O=C(CNC(=O)c1cccc(-n2cnnn2)c1)Nc1ccc(F)c(F)c1,.,.,-3,-8,.,1%,-2%,5%,-2%,-2%,.
Cc1ccc(NS(=O)(=O)c2cc3c4c(cccc4c2)C(=O)NC3=O)cc1C,.,?,-14,0,.,-4%,-3%,5%,-4%,?,4µM*
O=C(NCc1cccnc1)c1ccccn1,14%,?,-1,5,1%,-1%,-1%,5%,1%,0%,3%
COc1ccc([C@H]2CC(=O)C=C(c3ccc4c(c3)OCO4)C2)cc1OC,.,.,35,32,.,-1%,18%,-15%,14%,6%,.
Cc1oc2cc3oc(=O)c(CCC(=O)NCCCC(=O)O)c(C)c3cc2c1C,-21%,-1%,1,-4,-2%,2%,2%,?,160%[activator],8%,.
Cc1ccc2nc(C3CCCN(C(=S)Nc4cccc(C)c4C)C3)[nH]c2c1 (stereo unspecified),1%,6%,-12,23,3%,2%,-10%,-7%,-8%,?,1%
CN1CCN(NC(=O)CN(C)S(=O)(=O)c2cc(Cl)ccc2Cl)CC1,0%,-4%,6,2,-2%,2%,1%,0%,5%,2%,-5%
CCc1cccc(C)c1NC(=O)c1ccc(CN2CCc3ccccc3C2)cc1,2%,-14%,11,0,1%,1%,8%,-1%,6%,0%,4%
CN(C(=O)CO/N=C/c1ccc(Cl)cc1)c1ccccc1,?,-3%,1,0,1%,-1%,-10%,9%,0%,2%,0%
N#CCSc1nnc(COc2cccc3ccccc23)n1-c1ccccc1,4%,-3%,1,2,0%,0%,-3%,-4%,-17%,?,3%
CC(C)NC(=O)c1ccc(S(=O)(=O)N(C)C)cc1,10%,-4%,-1,4,3%,5%,2%,1%,3%,-3%,-11%
Cn1c(-c2ccc(N)cc2)nc2ccccc21,-1%,0%,1,12,0%,-1%,-7%,14%,-1%,4%,-33%
CC(C)NC(=O)NC(=O)CSc1nnc(COc2ccccc2Cl)o1,-1%,-6%,-10,10,0%,0%,-5%,1%,-1%,-10%,1%
O=C(NCC(=O)N1CCN(c2ccccc2F)CC1)c1ccco1,-3%,-3%,-2,5,0%,3%,-5%,-12%,0%,8%,-6%

# Assay outcomes (PubChem BioAssay)
